Lipid storage S3 = qHTS Assay for Lipid Storage Modulators in Drosophila S3 Cells | Drosophila S3 cells, BODIPY lipid droplet fluorescence, 18-24 h; cells fed with added oleic acid | Potency in µM for hits, for the others lipid storage change, negative = inhibition, % at the top dose, mostly 46.1 µM | 320,000 tested, 0.64% active | AID 2685; active = well fitted inhibition curve with a large enough effect in the signal ratio, with a control signal flat, not every such curve was filed as active; inconclusive = small, poorly fitted or top-dose-only effect, or effect the other way, or a change in a side signal; the % refers to the signal ratio
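Drosophila S3 cells got compounds at several concentrations plus oleic acid (400 uM solution). Laser-scanning cytometry with 488 nm excitation read lipid droplets at 500-530 nm and cells at 575-640 nm. Percent activity was relative to 20 uM Triacsin C.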
Lipid storage S3 cell count max = recorded beside Lipid storage S3, whose call it bears; cell number change, %; measured here: cell count max response;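 cells counted by Cell Tracker Red CMTPX staining in the red channel; peak over a dose series mostly up to 46.1 µM; percent activity relative to internal control wells on each plate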
Active calls of the source: *; i = inactive; ? = inconclusive; · = no result given; [ ] = another dose, or the depositor's remark. % is scaled to controls: 0 for no effect and ±100 for the full control effect; potency is read from the fitted curve at half-maximal effect. Only part of the results is shown; rates above refer to the full screens.

SMILES	Lipid storage S3	Lipid storage S3 cell count max
Cc1ccc(OCCNC(=O)C(=O)NCc2ccco2)cc1	6%	12
Cc1ccc(-n2c(C)cc(C(=O)OCC(=O)N(C)C3CCS(=O)(=O)C3)c2C)cc1 (centres undefined)	i	·
O=Cc1cc(Cl)ccc1OCCN1CCC(Cc2ccccc2)CC1	?	·
COc1cc(-c2noc(CCCC(=O)Nc3ccc(C(N)=O)cc3)n2)cc(OC)c1OC	-1%	26
O=C(NCCN1C(=O)C2C3C=CC(C3)C2C1=O)Nc1ccccc1O (centres undefined)	6%	-4
O=C(COc1ccc(S(=O)(=O)N2CCc3ccccc32)cc1Cl)NCc1ccccn1	?	·
CN(Cc1c(F)cccc1Cl)C(=O)c1ccc(COc2ccccc2)cc1	?	·
O=C(COC(=O)c1ccc[nH]c1=O)NC1CCCCC1	18%	-6
C=CCn1nnc2sc3c(c2c1=O)CCC(C)C3 (centres undefined)	?	·
Clc1ccc(-c2nnnn2-c2ccc(Cl)c(Cl)c2)cc1Cl	?	·
Cc1ccc(N(CCC#N)C(=O)COC(=O)C2CCN(c3ccc(C(F)(F)F)cn3)CC2)cc1	i[0.0737 µM]	16
CC(C)C(c1nnnn1Cc1ccc(F)cc1)N1CCN(Cc2ccc3c(c2)OCO3)CC1 (centres undefined)	0%	-19
O=C(/C=C/c1cccs1)NCc1cccnc1	?	·
CCC1CCC2(CC1)NC(=O)N(CC(=O)Nc1ccc(OC)cc1)C2=O (centres undefined)	?	·
CCN(C(=O)CN1CCN(c2ccccc2F)CC1)c1c(N)n(Cc2ccccc2)c(=O)[nH]c1=O	?	·
O=C(Oc1ccc(Cl)c2cccnc12)N1CCCCC1	?	·
Cc1nc(NCc2ccco2)c2c(C)c(C)sc2n1	?	·
COc1ccccc1CNC(=O)CNC(=O)c1sc2ccccc2c1Cl	?	·
C=CCn1c(SCC(=O)Nc2ccc(N3CCOCC3)cc2)nc2ccccc2c1=O	?	·
Cc1ccc(C)c(NC(=O)C(c2ccccc2)N2CCN(CC(=O)NC3CC3)CC2)c1 (centres undefined)	?	·
CCOCCCNc1nc2c(C)cccn2c(=O)c1/C=C1\SC(=S)N(CC(C)C)C1=O	?	·
COc1ccc(/C=N/NC(=O)c2cccc(NC(C)=O)c2)c(C(=O)O)c1OC	?	·
COc1ccc(CNC(=O)C(OC(C)=O)c2ccccn2)cc1 (centres undefined)	?	·
COc1ccc(-n2nnc3c(=O)n(C/C=C/c4ccccc4)cnc32)cc1	i	·
CC(C)Nc1nnc(SC(C)C(=O)Nc2ccc(N3CCOCC3)cc2)s1 (centres undefined)	-22%	2

The listing continues:
SMILES	Lipid storage S3	Lipid storage S3 cell count max
CC(=O)N1CCN(c2ccc(NCc3ccc(C)s3)cc2)CC1	?	·
Cc1ccc(C)c(NC(=O)C(OC(=O)c2ccc(C)s2)c2ccccc2)c1 (centres undefined)	-15%	18
COc1ccc(NC(=O)c2ccc3c(c2)OCO3)cc1[N+](=O)[O-]	?	·
O=C(CN1CCN(C(=O)CNC(=O)c2ccc3c(c2)OCO3)CC1)Nc1cccc(F)c1	?	·
O=C(CCN1CCCCC1)Nc1ccc(Br)cc1	0%	-3
Cc1nnc(C)c2c(C)n(Cc3ccc4c(c3)OCO4)c(C)c12	?	·
COc1cc(NC(=O)c2ccccc2-c2ccccc2)cc(OC)c1OC	i	-17
COc1cccc(C(=O)C2CCCN(Cc3cccc(-n4cccn4)c3)C2)c1 (centres undefined)	-1%	-2
CN1CCN(c2ccc(S(=O)(=O)N3CCCCC3)cc2NC(=O)CSCc2ccccc2)CC1	3%	1
CN(Cc1ccco1)C(=O)CSc1nc(C2CC2)n(-c2ccccc2)n1	?	·
COC(=O)C(C)Sc1nc2c(c(=O)[nH]c(=O)n2C)n1CCCc1ccccc1 (centres undefined)	8%	-16
COc1cc(-c2nnc(CSc3nnc4nc(C)cc(C)n34)o2)cc(OC)c1OC	?	·
Cc1ccccc1Cn1cnc2c(NS(C)(=O)=O)c(C)c(C)cc21	?	·
COc1ccc(C(=O)N2CCN(c3nnnn3-c3ccccc3)CC2)cc1OC	?	·
COc1ccc(Nc2cc(C)nc(N3CCOCC3)n2)cc1	29%	13
COc1cc(S(=O)(=O)NCc2ccccn2)c(OC)cc1Cl	2%	4
c1cncc(CNc2ncnc3ccc(-c4ccc5c(c4)OCO5)cc23)c1	?	·
Cc1ccc(S(=O)(=O)c2c(C)nn(C(C)(C)C)c2OC(=O)C(C)C)cc1	13%	16
CC(=O)C1=C(C)Nc2ncnn2C1c1cccc(Br)c1 (centres undefined)	?	·
O=C(Nc1ccc([N+](=O)[O-])cc1)c1cc2ccccc2nc1Cl	?	·
CCOC(=O)Cc1csc(NC(=O)c2ccc(S(=O)(=O)N3CCCC3)cc2)n1	?	·
O=C(COC(=O)c1cc(=O)[nH]c2ccccc12)NC(=O)NC1CCCCC1	?	·
COc1ccc(C(=O)CN(Cc2ccccc2)C2=NCCS2)cc1	6%	0
CNc1ccccc1C(=O)OCC(=O)c1ccccc1	-3%	0
CC(=O)c1cc(C#N)c(SCC(=O)C(C)(C)C)nc1C	?	·

More structures.
SMILES	Lipid storage S3	Lipid storage S3 cell count max
CCCCCCOC(=O)c1ccc(OC(=O)c2cccnc2)cc1	?	·
Cc1ccc(C(=O)Nc2nncs2)cc1S(=O)(=O)N1CCOCC1	?	·
Cc1ccc2c(CSc3nnc(C4CC4)n3N)cc(=O)oc2c1C	?	·
Cc1cc(C)c(C)c(S(=O)(=O)Nc2ccc3cn[nH]c3c2)c1C	?	·
CC(=O)c1c(C)nc(-c2ccc3c(c2)OCO3)n1O	?	·
COCC(=O)Nc1ccc(C(N)=O)cc1	?	·
CC1CCCCN1S(=O)(=O)c1cccc(S(=O)(=O)N2CCOCC2)c1 (centres undefined)	-6%	0
COc1ccc(-c2nn(-c3ccccc3)cc2/C=N/N2C(=O)CSC2=S)cc1	?	·
CN(C)S(=O)(=O)c1ccc(NC(=O)COc2ncnc3sccc23)cc1	i	·
COc1ccccc1NCC(=O)n1nc(C)cc1C	?	·
COc1ccc(N(C(=O)Cn2cnc3ccccc32)C(C(=O)NC2CCCCC2)c2ccccc2)cc1 (centres undefined)	?	·
COCCN1CCN(c2c3c(nc4cc(-c5cccc(F)c5)nn24)CCC3)CC1	1%	-14
CC(C)C[C@H](NC(=O)c1nc[nH]c1C(=O)N(C)Cc1ccccc1)C(=O)OC(C)(C)C	-12%	-15
COCc1nc2oc3ccccc3c(=O)c2cc1C(=O)OC	i	2
Cc1nnc(NC(=O)c2ccc(S(=O)(=O)N3CCc4ccccc4C3)cc2)o1	-5%	-14
CCS(=O)(=O)N1CCN(C(C)CCc2ccccc2)CC1 (centres undefined)	6%	10
CCc1ccc(CN(C)C(=O)c2ccc3c(c2)OCCO3)cc1	?	·
NC(=O)CC(NC(=S)NCc1ccccc1)C(=O)O (centres undefined)	i	0
CN1CCN(CCOC2Cc3ccccc3Sc3ccc(Cl)cc32)CC1 (centres undefined)	?	·
O=S(=O)(Nc1ccc(Br)cc1)c1cccc(NC(=S)NCCN2CCOCC2)c1	i	13
CCOc1ccccc1Oc1coc2cc(OC(=O)c3ccco3)ccc2c1=O	?	·
COc1ccccc1/C=C/C=N/n1c(-c2cc(-c3ccccc3)n[nH]2)n[nH]c1=S	-12%	-12
COc1ccc(Br)c(C(=O)N2CCN(S(=O)(=O)/C=C/c3ccccc3)CC2)c1	?	·
CCN(CC(=O)NCc1ccc(Cl)cc1)C(=O)CSCC(=O)Nc1cccc(C)c1	?	·
COc1cccc(/C=C(\C#N)C(=O)NC2CCS(=O)(=O)C2)c1 (centres undefined)	-19%	-9

Sorted by length of the SMILES (highest first): 4 of the compounds above.
SMILES	Lipid storage S3	Lipid storage S3 cell count max
CCN(C(=O)CN1CCN(c2ccccc2F)CC1)c1c(N)n(Cc2ccccc2)c(=O)[nH]c1=O	?	·
CC(C)C(c1nnnn1Cc1ccc(F)cc1)N1CCN(Cc2ccc3c(c2)OCO3)CC1 (centres undefined)	0%	-19
C=CCn1c(SCC(=O)Nc2ccc(N3CCOCC3)cc2)nc2ccccc2c1=O	?	·
COCC(=O)Nc1ccc(C(N)=O)cc1	?	·

Further compounds follow.
SMILES	Lipid storage S3	Lipid storage S3 cell count max
CCCOC(=O)CCCC[C@H]1SC[C@@H](NC(=O)OC)[C@H]1NC(=O)OC	3%	5
COc1ccc(CN2C(=O)[C@@H]3C(c4ccccc4Cl)=NO[C@@H]3C2=O)cc1	?	·
O=C(Nc1cccc(-c2cnc3ccccc3n2)c1)c1ccc(Cl)cc1	?	·
CC(C)CSc1n[nH]c(=S)s1	?	·
O=C(NC1CCCCC1)N(CCN1CCCC1)Cc1cc2cc3c(cc2[nH]c1=O)OCCO3	i	·
COc1cc(/C=C/C(=O)Nc2cccnc2)cc(OC)c1OC	?	·
COc1ccccc1NCCC(=O)O	-9%	2
CCC(C)NS(=O)(=O)c1ccc(OCC(=O)NCC2CCCO2)cc1 (centres undefined)	-15%	-1
Cc1cnc(C(=O)Nc2ccc(OC(F)(F)F)cc2)cn1	?	·
NS(=O)(=O)c1ccc(CNC(=O)c2ccc3c(=O)n4c(nc3c2)CCC4)cc1	?	·
Cc1ccc(Cn2cnc3ccccc32)cc1	i	-51
CC1CCCC(C)N1C(=O)CSc1nnc(COc2ccc(F)cc2)o1 (centres undefined)	-2%	-7
CCC(C)C(=O)Nc1ccc(OC)cc1[N+](=O)[O-] (centres undefined)	?	·
CN1C(=O)C2C(c3ccc(N(C)C)cc3)=NN(Cc3ccccc3)C2C1=O (centres undefined)	0%	-8
O=C(Cn1cnc2ccccc2c1=O)NNC(=O)c1ccccc1	i	·
COc1ccc(OCCSc2nc3nc(C)cc(C)n3n2)cc1	?	·
Cc1ccc2c(c1)[C@H]1[C@H](CO2)[C@H](c2ccccc2)[C@]2(C)C(=O)NCC(=O)N12	?	·
Cc1cc(C)n(-c2nc(C)nc(N)n2)n1	4%	2
CCOc1ccc(NC(=O)C2CCC(CNc3c(N4CCCCC4)c(=O)c3=O)CC2)cc1 (centres undefined)	2%	·
COc1ccc(O[C@H]2C=C[C@@H](c3ccccc3)O[C@@H]2COC(=O)CC/C(C)=N/O[C@@H](C)c2cn([C@H](CO)Cc3ccccc3)nn2)cc1	4%	-1
NS(=O)(=O)c1ccc(CCNC(=O)C2CCC(Cn3c(=S)[nH]c4ccccc4c3=O)CC2)cc1 (centres undefined)	15%	9
COc1ccc(OC)c(-c2csc(NC(=O)c3ccc4c(c3)OCO4)n2)c1	?	·
Cc1cc([N+](=O)[O-])nn1CC(=O)NC1CCCCC1	12%	-4
CC(=O)Nc1cccc(NC(=O)CSc2nnc(Cc3cccn3C)n2-c2ccc(C)cc2)c1	?	·
CCOC(=O)c1ccc(NNC(=O)CC)c([N+](=O)[O-])c1	?	·

Continued; it opens with the 7 that closed the last part.
SMILES	Lipid storage S3	Lipid storage S3 cell count max
CCOc1ccc(NC(=O)C2CCC(CNc3c(N4CCCCC4)c(=O)c3=O)CC2)cc1 (centres undefined)	2%	·
COc1ccc(O[C@H]2C=C[C@@H](c3ccccc3)O[C@@H]2COC(=O)CC/C(C)=N/O[C@@H](C)c2cn([C@H](CO)Cc3ccccc3)nn2)cc1	4%	-1
NS(=O)(=O)c1ccc(CCNC(=O)C2CCC(Cn3c(=S)[nH]c4ccccc4c3=O)CC2)cc1 (centres undefined)	15%	9
COc1ccc(OC)c(-c2csc(NC(=O)c3ccc4c(c3)OCO4)n2)c1	?	·
Cc1cc([N+](=O)[O-])nn1CC(=O)NC1CCCCC1	12%	-4
CC(=O)Nc1cccc(NC(=O)CSc2nnc(Cc3cccn3C)n2-c2ccc(C)cc2)c1	?	·
CCOC(=O)c1ccc(NNC(=O)CC)c([N+](=O)[O-])c1	?	·
CCOC(=O)c1c(NC(=O)C(C)NCc2ccco2)sc2c1CCC(C)C2 (centres undefined)	?	·
CC(C)OC(=O)CC(=O)CSc1nc2c(c(-c3cccs3)c1C#N)CCC2	-19%	-4
Cc1ccc(C)c(NC(=S)NNC(=O)c2ccco2)c1	?	·
Cc1ccc(OCCNC(=O)c2ccc3ccccc3n2)cc1	?	·
C/C(=N/NC(=O)c1ccc(Br)o1)c1cccs1	-33%	6
CCCCn1c(N)c(N(CCOC)C(=O)C2CCN(c3ncnc4sc(C)c(C)c34)CC2)c(=O)[nH]c1=O	5%	-3
O=C(CSc1nnnn1-c1ccc(O)cc1)N1N=C(c2ccc3ccccc3c2)CC1c1ccccc1 (centres undefined)	?	·
CCOC(=O)C1=C(C)OC(N)=C(C#N)C1c1cc2cc(C)ccc2nc1N1CCCCC1 (centres undefined)	?	·
O=C(COc1ccc(-c2ccccc2)cc1)N/N=C/c1cc(O)ccc1Br	?	·
CCN(CC)CCNC(=O)c1ccc(NC(=O)c2ccccc2-c2ccc(C(F)(F)F)cc2)cc1	-5%	-11
Cc1cccc(OCCNC(=O)c2ccc(Cl)c(S(=O)(=O)NCc3cccnc3)c2)c1	?	·
CC(C)c1ccc(NC2CCCN(C(=O)c3ccncc3)C2)cc1 (centres undefined)	?	·

Bioassay records deposited in PubChem by National Center for Advancing Translational Sciences (NCATS).
